ALOX15B inhib: blocks human 15-lipoxygenase 2 activity; O15296; purified 15hLO-2, xylenol orange hydroperoxide absorbance; Potency, µM (top dose mostly 57.1 µM), inactives show top-dose activity change, negative = inhibition, actives largely listed as inhibitors; hit rate 0.56% among 110,000; further: potency means the concentration at half of the fitted maximal effect; nearly all actives have a fitted effect of over 60% in size; many of its hits are not listed in these tables
Target sequence (O15296 whole entry, looked up): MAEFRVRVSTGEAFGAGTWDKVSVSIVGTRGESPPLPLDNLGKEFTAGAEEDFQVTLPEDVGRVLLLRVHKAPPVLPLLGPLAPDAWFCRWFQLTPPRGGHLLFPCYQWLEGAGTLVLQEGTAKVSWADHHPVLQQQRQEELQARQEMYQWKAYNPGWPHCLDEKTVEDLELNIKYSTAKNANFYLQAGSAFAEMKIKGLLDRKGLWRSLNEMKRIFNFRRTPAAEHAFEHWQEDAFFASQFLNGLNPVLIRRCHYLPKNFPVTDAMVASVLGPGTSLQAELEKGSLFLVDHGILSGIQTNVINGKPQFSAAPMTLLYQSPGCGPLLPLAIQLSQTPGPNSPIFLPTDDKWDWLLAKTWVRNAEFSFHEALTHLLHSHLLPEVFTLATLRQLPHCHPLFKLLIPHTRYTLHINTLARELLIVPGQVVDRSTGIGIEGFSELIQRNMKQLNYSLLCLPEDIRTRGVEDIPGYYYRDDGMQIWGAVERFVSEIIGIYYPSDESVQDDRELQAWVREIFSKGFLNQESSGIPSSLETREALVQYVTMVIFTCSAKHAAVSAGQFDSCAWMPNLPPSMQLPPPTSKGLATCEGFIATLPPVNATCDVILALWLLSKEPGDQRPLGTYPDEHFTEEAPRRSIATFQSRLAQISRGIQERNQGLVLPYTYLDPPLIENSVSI
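Purified human 15hLO-2 (50 nM final) preincubated with compounds 15 min at room temperature in 25 mM Hepes pH 7.5, 0.01% Triton X-100, then 45 uM arachidonic acid added for 90 min; hydroperoxide detected via ferrous/xylenol orange, 573/405 nm absorbance ratio.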
PNC inhibitor: blocks assembly of the perinucleolar compartment; PC3M PTB-GFP, PNC prevalence imaging, 16 h; hits give low values; activity change (PNC), negative = inhibition, % at 10 µM; hit rate 3.1% among 140,000; AID 2417;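 active means readout at or below -70, meaning at least 70% loss of cells showing the perinucleolar compartment, a nuclear body marking cancer cells; inconclusive means readout between -30 and a set limit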;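 further: plate controls were DMSO wells for no effect and camptothecin positive control wells for full effect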
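Read-out is percentage of cells bearing a perinucleolar compartment, from automated 20x imaging of fixed, Hoechst-stained PC3M PTB-GFP cells. Cells were seeded 4 h, then exposed 16 h to compound (23 nl of library stock) in duplicate plates.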
IMPase inh: cell-permeable inhibitors of inositol monophosphatase (IMPase); P97697; CHO-M1 cells, IP1 accumulation, HTRF TR-FRET ratio; inhibition (IP1 accumulation), % at 46.1 µM; 120,000 tested, under 10 active; AID 901; active means well fitted curve in the direction sought with a large enough effect in the signal ratio, not every such curve was filed as active; inconclusive means small, poorly fitted or top-dose-only effect, or a change in a side signal; inactive means no such curve, though single readings can be large or run the other way; the % refers to the signal ratio;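 further: cells stimulated with carbachol in lithium chloride buffer; plate controls were DMSO basal wells for no effect and reference inhibitor wells for full effect; higher means more IMPase inhibition seen as more IP1 and lower FRET ratio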
Target sequence (P97697 whole entry, looked up): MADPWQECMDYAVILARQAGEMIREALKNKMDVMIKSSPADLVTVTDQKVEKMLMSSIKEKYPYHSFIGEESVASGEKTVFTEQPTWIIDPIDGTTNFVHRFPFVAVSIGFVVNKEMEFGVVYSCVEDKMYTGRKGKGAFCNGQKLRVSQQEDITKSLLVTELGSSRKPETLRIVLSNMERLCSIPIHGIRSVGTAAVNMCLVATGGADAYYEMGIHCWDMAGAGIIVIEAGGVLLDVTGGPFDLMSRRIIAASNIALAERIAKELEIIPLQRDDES
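Cellular IMPase inhibition is scored as a rise in cytosolic IP1, detected by competitive TR-FRET between d2-labelled IP1 and a europium anti-IP1 antibody. M1-expressing CHO cells were stimulated with carbachol for 30 min at 37C, with lithium (50 mM LiCl) present in the buffer.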
ALOX12 inhib: 12-hLO (ALOX12) enzyme inhibition; P18054; purified 12-hLO, xylenol orange hydroperoxide absorbance; Potency, µM (series often up to 57.1 µM), inactives show at the highest dose activity change, negative = inhibition, hits mostly inhibitors; hit rate 0.12% among 150,000; further: potency means the concentration at half of the fitted maximal effect; nearly all actives have a fitted effect of over 55% in size; many of its hits are not listed in these tables
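Lipoxygenase turnover measured by absorbance at 573 and 405 nm after Fe-XO development. Human 12hLO 150 nM, arachidonate 40 uM, pH 7.0 Hepes buffer with detergent; 15 min compound preincubation, 30 min reaction.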
Numbers without * were called inactive; ? = inconclusive; . = no result given; [ ] = dose if it differs, or a comment. Unless noted, the call rests on the fitted dose curve; in most records, active means well fitted curve in the direction sought with a large enough effect; inconclusive means small, poorly fitted or top-dose-only effect, or another doubt; inactive means no such curve, though single readings can be large; an effect the other way counts as inactive or inconclusive. Unless noted, on the % scale 0 is the no-effect control and ±100 the full control effect. The list is partial. The share of hits here may be higher or lower than overall.

SMILES	ALOX15B inhib	PNC inhibitor	IMPase inh	ALOX12 inhib
Cc1cnn(-c2cc(N/N=C/c3cccc(F)c3)ncn2)c1	.	?	.	-1.8%
CCC(C)n1c(SCC(=O)NCc2ccco2)nnc1-c1cccc(S(=O)(=O)N2CCOCC2)c1 (centres undefined)	-0.7%	-19.3	-3.0	2.2%
CCOc1cccc(SCc2noc(C(=O)NCCOC)c2C(=O)O)c1	5.8%	13.4	1.3	-8.4%
CCC(=O)N1CCN(c2cc(N3CCN(C)CC3)c(F)cc2[N+](=O)[O-])CC1	.	-6.8	.	-0.6%
CC[C@H](C)[C@H](NC(=O)[C@H](Cc1ccc(O)cc1)NC(=O)[C@@H](N)C(C)C)C(=O)N[C@@H](Cc1cnc[nH]1)C(=O)N1CCC[C@H]1C(=O)N[C@@H](Cc1ccccc1)C(=O)O	.	-26.5	.	-3.3%
CCOc1ccc(NC(=O)CN2CCC(NC(=O)C3CCCCC3)CC2)cc1	-2.8%	21.3	-10.8	-3.9%
C1=CC2c3ccccc3NC(c3ccncc3)C2C1 (centres undefined)	?	2.6	4.6	-11.8%
C/C(=N\NC(=O)c1c(Cl)cnn1C)c1cccc(NC(=O)COc2ccccc2)c1	-4.0%	-1.8	9.0	1.8%
O=C(CN1C(=O)CCC1=O)Nc1ccc2c3c(cccc13)CC2	-8.0%	10.1	-1.8	0.1%
CCN(CC)CCCC(C)n1c(-c2ccccc2)nc2c(N3CCOCC3)nc(C)nc21 (centres undefined)	14.6%	.	.	-0.7%

(list continues)
SMILES	ALOX15B inhib	PNC inhibitor	IMPase inh	ALOX12 inhib
Cc1ccc(OC(=O)CCC(=O)Nc2ccc(S(=O)(=O)Nc3cc(C)on3)cc2)cc1	.	29.4	-3.7	-5.9%
CCCCn1c(NC(=O)c2ccccc2)nc2ccccc21	32.4%[activator]	36.1	13.5	-16.4%
COc1ccnc(Oc2ccc(F)cc2)c1C(=O)N/C=N/OCc1c(Cl)cccc1Cl	17.0%	-17.2	0.9	-0.2%
O=C1CSC(=S)N1Cc1cccnc1	9.4%	18.7	3.1	-10.8%
COC(=O)N1CCC[C@@]2(CCN(c3ncccn3)C2)C1	1.1%	.	.	0.2%
O=C(O)[C@@H]1Cc2c([nH]c3ccccc23)[C@@H](CCCCO)N1	-7.5%[11.4 µM]	.	.	0.3%[11.4 µM]
N#CC(c1ccccc1)N(CCCCl)C(=O)c1ccc(Br)cc1 (centres undefined)	.	?	.	-1.9%
COc1cccc2sc(Nc3nc(C)c(C(C)=O)s3)nc12	36.1%[activator][11.4 µM]	20.4	12.1[1.84 µM]	-12.6%
O=C(NC1CCCC1)c1ccc(CSc2nc3ccncc3n2Cc2ccc(F)cc2)cc1	.	56.1	.	-1.3%
CC(=O)C1=C(O)C(=O)N(CCN(C)C)C1c1ccc(Cl)cc1 (centres undefined)	-3.2%	?	2.1	-5.3%

The list goes on:
SMILES	ALOX15B inhib	PNC inhibitor	IMPase inh	ALOX12 inhib
CCOC(=O)c1ccccc1N/C=C1\CCCCC1=O	-6.4%	53.4	12.2	0.1%
CC1CCCN(S(=O)(=O)c2ccc3c(c2)CCN3C(=O)C2CCC2)C1 (centres undefined)	-0.9%	?	23.0	-0.7%
CCCCc1ccc(S(=O)(=O)N2CCN(C(=O)c3ccco3)CC2)cc1	.	24.5	.	-3.2%
COC(=O)NCC(c1cccnc1)N1CCN(c2ccccc2)CC1 (centres undefined)	.	0.8	-14.2	0.2%
Cc1ccc(NS(=O)(=O)c2cc(C(=O)N3CCOCC3)ccc2C)cc1	3.9%	?	9.2	-3.1%
Cc1nn(CC(=O)NCc2ccc(Cl)cc2)c(C)c1[N+](=O)[O-]	.	164.4	.	-0.1%
Cc1ccccc1OCC(=O)Nc1ccccc1-c1ccccc1NC(=O)COc1ccccc1C	.	1.0	.	-1.7%
CCCNC(=O)C(=O)Nc1ccc(N(C)C)cc1	.	-9.1	12.1	-1.1%
Cc1ccc(Sc2cc(N3CCOCC3)nc(-c3ccccc3)n2)cc1	14.9%	73.4	-15.3	-2.1%
CCOc1ccccc1NC(=O)N1CCCC1C(=O)Nc1ccc(-n2cnnn2)c(C)c1 (centres undefined)	-3.3%	-12.9	5.1	-2.0%

The list continues:
SMILES	ALOX15B inhib	PNC inhibitor	IMPase inh	ALOX12 inhib
Cc1cccc(-n2c(Cn3nc(C)c([N+](=O)[O-])c3C)n[nH]c2=S)c1	-1.9%	18.6	7.6	2.8%
Cc1c(N=Cc2ccc(Br)s2)cccc1[N+](=O)[O-]	9.1%	5.1	3.9	-0.8%
C=CCn1c(Cc2cccs2)nnc1SC/C=C/c1ccccc1	-12.4%	?	-1.7	-3.1%
Cc1cc(C)n(S(=O)(=O)c2ccc(C)c(C)c2C)n1	-0.3%	36.7	-5.8	-3.0%
COc1ccc(NC(=O)C(c2ccccc2)N(C)C(=O)c2ccc(=O)[nH]c2)cc1 (centres undefined)	.	?	.	-0.1%
CCCCc1nc2ccccc2c(NC(=O)CN2CCN(C)CC2)c1CCC	.	20.4	.	0.4%
COC(=O)/C(=C\Nc1ccccc1)NC(=O)c1ccc(Cl)cc1Cl	-3.4%	13.8	1.1	0.9%
CCOC(=O)N1CCC(NC(=O)C(NC(=O)C2CCCCC2)C(C)C)CC1 (centres undefined)	2.3%	37.3	3.3	-2.4%
Cc1ccccc1N1CN(Cc2ccco2)CNC1=S	.	?	7.3	-10.0%
CCc1nnc2c(N(C)C)nc3ccccc3n12	.	?	.	-0.6%

The list goes on:
SMILES	ALOX15B inhib	PNC inhibitor	IMPase inh	ALOX12 inhib
COCCNC(=O)C(=O)NCC1OCCCN1S(=O)(=O)c1cccs1 (centres undefined)	.	3.3	.	0.4%
Cc1cc(C)c2nc3c(c([C@H](O)[C@@H]4CCCCN4)c2c1)CC/C3=C/c1ccc(Cl)cc1	0.9%[11.4 µM]	.	.	2.0%[11.4 µM]
CC1=C(C(=O)Nc2ccccn2)C(c2ccc(Br)cc2)NC(=S)N1 (centres undefined)	.	?	.	-0.3%
O=C(O)Cc1ccc(OCCNC[C@H](O)c2ccccc2)cc1	11.4%	.	.	-2.6%
CCOC(=O)c1ccc(NC(=O)CSc2nc3c(c(=O)n2C)SC(C)C3)cc1 (centres undefined)	0.5%	9.4	15.2	-8.0%
CC(C)NC(=O)c1ccccc1-c1nc(-c2ccccc2Cl)no1	0.0%	12.0	2.3	-7.5%
COc1ccc(OC)c2sc(N3CCCCC3)nc12	3.9%[2.29 µM]	-17.7	22.9	2.0%
COc1cc(/C=N\NC(=O)C2C(=O)NCC2c2ccccc2)cc(OC)c1O (centres undefined)	-11.3%	23.1	13.4	-0.3%
Cc1cc(N(C)NC(=S)Nc2ccccc2)nc(C)n1	.	-25.9	.	-1.9%
CC(C)CN(C(=O)CSc1nn(-c2ccc(Cl)cc2)c(=S)s1)C1CCS(=O)(=O)C1 (centres undefined)	.	-17.5	.	-9.1%

Quoted at random: two entries already listed, in no set order.
SMILES	ALOX15B inhib	PNC inhibitor	IMPase inh	ALOX12 inhib
C=CCn1c(Cc2cccs2)nnc1SC/C=C/c1ccccc1	-12.4%	?	-1.7	-3.1%
CCOc1cccc(SCc2noc(C(=O)NCCOC)c2C(=O)O)c1	5.8%	13.4	1.3	-8.4%

Other results.
SMILES	ALOX15B inhib	PNC inhibitor	IMPase inh	ALOX12 inhib
O=C(CNS(=O)(=O)c1ccc(Br)s1)NCC1COc2ccccc2O1 (centres undefined)	1.3%	-18.9	5.0	-7.5%
N#CCCn1nc(-c2ccccc2)cc1-n1c(C(F)(F)F)nc2ccccc21	10.6%	?	11.4	-8.0%
FC(F)(F)c1nc2nncn2c2c1CCCCC2	-0.5%	?	-0.6	1.9%
N[C@H](CSC(c1ccccc1)(c1ccccc1)c1ccccc1)C(=O)O	-22.3%[0.0915 µM]	.	.	-4.3%[0.00818 µM]
O=C(O)c1cscn1	-1.3%	8.2	-0.3	-7.3%
CC(=O)N(CN1C(=O)c2ccccc2C1=O)c1ccccc1	7.7%	-3.3	-7.4	-6.7%
CC(=O)c1ccccc1OCCCN1CCCCC1	-3.5%	?	?	-17.7%
N#Cc1c(C(F)(F)F)cc(-c2cccc(Cl)c2)[nH]c1=O	-3.2%	?	-9.0	-4.4%
CCOc1ccc(C)cc1S(=O)(=O)Nc1ccc(Cl)cn1	-1.0%	-22.5	-1.6	3.9%
C/C(=N/NC(=O)Cc1cccc2ccccc12)c1cccs1	-2.9%	40.8	17.9	0.8%

Later entries
SMILES	ALOX15B inhib	PNC inhibitor	IMPase inh	ALOX12 inhib
CCCC(=O)Nc1ccc(C(=O)Nc2nc(CC(=O)OCC)cs2)cc1	1.3%	45.0	10.1	5.9%
Cc1[nH]c(=O)[nH]c(=O)c1S(=O)(=O)N1CCN(c2cccc(Cl)c2)CC1	-4.9%	20.4	6.9	-4.1%
CC(C)CCNC(=O)C(NS(=O)(=O)c1ccc2c(c1)c(=O)n(C)c(=O)n2C)c1ccccc1 (centres undefined)	-18.0%	?	3.1	1.3%
CCC(Sc1nc2ccc(N)cc2s1)C(=O)Nc1nccs1 (centres undefined)	2.4%	-21.6	7.4	-5.2%
CCOC(=O)c1ccc(N2C(=O)C3C(C2=O)C(C(=O)c2ccc(Cl)cc2)N2CCCC32)cc1 (centres undefined)	-25.6%	44.4	0.3	?
CCN(CC)C(=O)C(C)OC(=O)COc1ccc(Cl)cc1C (centres undefined)	0.1%	3.9	9.5	-1.5%
Cc1ccc(NC(=O)CC2S/C(=N/N=C3\CCCc4ccccc43)NC2=O)cc1 (centres undefined)	.	?	.	-4.1%
CC(C)OC(=O)NCCOC(=O)Nc1ccc(Cl)c(Cl)c1	.	8.9	-5.2	-8.5%
CCOC(=O)c1cc(C)n(Cc2ccc(OCC)c(OC)c2)c1C	1.5%	31.9	9.8	-2.3%
N/C(=N\OC(=O)CCc1ccccc1)c1cccc(Br)c1	5.6%	?	-1.2	-3.2%

The list continues:
SMILES	ALOX15B inhib	PNC inhibitor	IMPase inh	ALOX12 inhib
CCC(=O)N[C@@H]1Cc2ccccc2[C@@H](c2ccccc2)C1	8.3%	.	6.4	-1.9%
CCOc1ccc(C(=O)Nc2ccc(S(=O)(=O)N3CCOCC3)cc2)cc1OCC	5.6%	-16.4	-11.2	-2.2%
Oc1ccccc1C=NCC(O)c1ccccc1 (centres undefined)	.	26.2	.	-2.7%
Cc1ccc(S(=O)(=O)Oc2ccc(/C=N/NC(=O)c3c(Cl)cnn3C)cc2)cc1	.	108.0	6.8	-2.3%
CN(C)/C=N/c1sc2c(c1C#N)CCC2	-4.4%	-29.6	4.8	-4.1%
COC(=O)C(C)Sc1nnc(Cc2cc(=O)[nH]c(=O)[nH]2)n1-c1cccc(OC)c1 (centres undefined)	-4.3%	?	0.0	0.0%
COc1ccc(N2CCN(C(=O)CCCSc3nc4ccccc4[nH]3)CC2)cc1	-2.6%	17.3	12.7	-3.1%
CC(C)(C)C(=O)Nc1nc2c(s1)COc1ccccc1-2	-2.7%	-10.8	5.2	-1.8%
COC(=O)N1CCC2(CC1)CN(c1ccccc1)C2	-9.1%	.	.	-0.2%
COc1cc([C@H]2[C@@H]3CCCC[C@]3(O)CCN2Cc2ccccc2F)ccc1O	-3.9%	17.6	3.0	-12.1%
O=C1NC(c2ccccc2)=C(c2ccccc2)C1=O	.	?	.	-3.3%

Compound activity: PubChem BioAssay, National Center for Advancing Translational Sciences (NCATS)
